PfHsp40 yeast – compounds rescuing yeast from Plasmodium falciparum HSP40 toxicity; S. cerevisiae expressing PfHsp40, growth rescue, ATP luminescence; growth rescue, % at 12.5 µM; hit rate 0.68% among 340,000; AID 504582; in the data active = growth rescue above about 28%, passing the limit was not always enough; inconclusive = no clear call, values can overlap the other calls;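 also: yeast W303a lacking pdr1 and pdr3 grown in galactose medium; growth measured after three days at 30 °C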
BoNT-A LC inh2 – blocks Botulinum neurotoxin A light chain protease; hit rate 0.17% among 360,000; inhibition, % at 10 µM; multiplex microsphere protease substrate cleavage, flow cytometry; AID 588499; also: plate controls were buffer without enzyme for full effect and enzyme alone for no effect
GDH-TPI inh – inhibits GDH-TPI coupling enzymes, artifact for Mtb FBA screen | GDH-TPI coupled enzyme counterscreen, NADH absorbance | inhibition, % at 4.8 µM | hit rate 1.2% among 360,000 | AID 588335; in the data active = inhibition above about 30%;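 also: 0% = DMSO wells and 100% = wells lacking the enzyme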
Mtb BioA inh – inhibitors of Mycobacterium tuberculosis BioA enzyme. inhibition, % at 9.99 µM. purified M. tuberculosis BioA enzyme, plate reader. hit rate 0.096% among 360,000. AID 602481; in the data active = inhibition above about 40%; inconclusive = no clear call, values can overlap the other calls
BoNT F protease – blocks Botulinum neurotoxin F light chain protease | hit rate 0.22% among 360,000 | Multiplex microsphere protease cleavage assay, flow cytometry | inhibition, % at 10 µM; in the data active = inhibition above about 35%, passing the limit was not always enough; inconclusive = no clear call, values can overlap the other calls; also: plate controls were buffer without enzyme for full effect and enzyme alone for no effect
UGM FP inh – inhibitors of M. tuberculosis UDP-galactopyranose mutase. P9WIQ1. purified UGM, fluorescence polarization probe displacement. inhibition, % at 10 µM. hit rate 0.06% among 320,000. AID 504406; in the data active = inhibition above about 10%, passing the limit was not always enough; inconclusive = no clear call, values can overlap the other calls
Anthrax LF inh2 – blocks Bacillus anthracis lethal factor protease | multiplex microsphere protease cleavage assay, LF | inhibition, % at 10 µM | hit rate 0.12% among 360,000; also: plate controls were buffer without enzyme for full effect and enzyme alone for no effect
Target sequence (P15917 whole entry, looked up): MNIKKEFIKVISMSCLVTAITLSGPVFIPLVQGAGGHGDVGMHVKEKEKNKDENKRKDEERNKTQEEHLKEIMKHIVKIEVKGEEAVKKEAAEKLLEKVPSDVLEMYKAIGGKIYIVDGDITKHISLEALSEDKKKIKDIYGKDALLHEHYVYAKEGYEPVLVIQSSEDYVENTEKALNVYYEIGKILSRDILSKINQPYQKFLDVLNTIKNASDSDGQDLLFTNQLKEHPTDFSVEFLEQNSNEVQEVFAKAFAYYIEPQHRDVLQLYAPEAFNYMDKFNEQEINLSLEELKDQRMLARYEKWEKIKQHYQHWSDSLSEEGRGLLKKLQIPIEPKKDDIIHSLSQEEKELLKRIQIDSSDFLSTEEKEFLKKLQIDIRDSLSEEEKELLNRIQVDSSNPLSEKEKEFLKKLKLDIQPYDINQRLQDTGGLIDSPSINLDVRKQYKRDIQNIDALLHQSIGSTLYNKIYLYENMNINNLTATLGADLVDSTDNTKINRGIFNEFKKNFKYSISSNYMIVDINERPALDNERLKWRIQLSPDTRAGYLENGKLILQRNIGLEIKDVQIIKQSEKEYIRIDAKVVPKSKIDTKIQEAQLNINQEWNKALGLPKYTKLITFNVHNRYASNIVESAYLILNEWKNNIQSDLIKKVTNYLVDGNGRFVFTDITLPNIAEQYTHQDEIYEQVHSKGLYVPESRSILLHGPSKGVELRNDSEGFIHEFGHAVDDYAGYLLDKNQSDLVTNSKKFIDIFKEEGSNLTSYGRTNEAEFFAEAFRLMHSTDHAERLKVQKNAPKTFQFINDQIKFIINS
FadD28 binding – M. tuberculosis FadD28 bisubstrate binding inhibition | hit rate 0.22% among 360,000 | FadD28 bisubstrate probe binding, fluorescence polarization | AID 588549 | inhibition, % at 12.5 µM; in the data active = inhibition above about 8.5%, passing the limit was not always enough; inconclusive = no clear call, values can overlap the other calls
FBA Mtb inh – Mtb fructose-bisphosphate aldolase inhibition. P9WQA3. purified M. tuberculosis FBA, fluorescence read-out. inhibition, % at 1 µM. hit rate 2.3% among 360,000; in the data active = inhibition above about 27%;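 also: 0% = vehicle and 100% = reference inhibitor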
Starred values were filed as active, the others as inactive; u = inconclusive; x = no result given. Rule as the data show it, unless noted: active = inhibition above about 30%; inconclusive = no clear call, values can overlap the other calls; inactive = below that.

SMILES	PfHsp40 yeast	BoNT-A LC inh2	GDH-TPI inh	Mtb BioA inh	BoNT F protease	UGM FP inh	Anthrax LF inh2	FadD28 binding	FBA Mtb inh
CCOc1ccc(CN(C)C(=O)c2cc3ccccc3o2)cc1OC	-1.6	-2.3	4	4.8	-7	0.0	-12	-1.8	1
Cc1cc(C)n(-c2ccc(C(=O)OCC(=O)Nc3ccc(Cl)c(S(=O)(=O)N(C)C)c3)cc2)n1	1.1	u	-1	4.2	-7	2.3	-2	-5.3	-4
Cc1ccc(-c2cc(C(F)F)nc(S(C)(=O)=O)n2)cc1	-0.4	-0.5	20	3.1	-3	0.8	-3	-6.1	34*
COc1ccc(N=Nc2ccc(O)c(P(=O)(c3ccccc3)c3ccccc3)c2)cc1	-0.3	-0.2	5	-0.1	0	1.9	-2	-2.6	0
CCN1C(=O)CC(Sc2ccccc2N)C1=O (configuration not stated)	1.0	0.6	14	-2.5	10	1.2	-1	-1.7	4
COc1cccc(N2CC(NS(=O)(=O)c3ccc(Cl)cc3)CC2=O)c1 (configuration not stated)	1.6	-4.1	-6	x	-5	1.8	2	-3.7	1
CCOc1ccc(OCC)c(NC(=O)C2CCN(S(=O)(=O)c3cccc4nonc34)CC2)c1	-0.5	0.4	-1	-3.1	u	-0.8	-1	-1.8	-1
CCc1nc(Nc2ccncc2)c2oc3ccccc3c2n1	-2.0	-0.1	40*	0.6	-2	-3.6	-1	-4.0	57*
Fc1ccc(-c2ccnn2-c2ccccc2)cc1	-0.3	0.4	1	-2.2	-22	2.1	0	-2.6	1
COc1cccc(-c2cc(C(=O)NCC3CCCO3)c3ccccc3n2)c1 (configuration not stated)	0.0	0.9	8	0.5	4	1.1	0	-3.5	-6
COCCN(C(=O)COC(=O)Cc1ccc(Cl)cc1)c1c(N)n(Cc2ccccc2)c(=O)[nH]c1=O	x	-0.4	7	0.3	-8	x	-4	-0.4	-1
O=C(CSc1nnc(-c2ccco2)o1)c1ccccc1Cl	1.0	-0.3	-1	x	1	-1.3	0	-1.4	2
O=C(CCCCC(=O)NN=Cc1ccccc1O)NN=Cc1ccccc1O	-0.8	0.6	15	-0.6	4	x	-7	-2.2	7
COc1ccc(-c2nc(CS(=O)(=O)CC(=O)NCCCc3ccccc3)c(C)o2)cc1	0.6	1.1	12	-1.2	3	2.5	-3	0.0	6
CCOC(=O)C1=NNC(C(=O)c2ccccc2)C1c1ccc(C)cc1 (configuration not stated)	0.8	u	-2	x	u	-0.6	-16	-4.4	-4
COc1ccc(OC)c(N(C)S(=O)(=O)c2cc3c(cc2C)NC(=O)CO3)c1	-0.5	-0.6	5	-0.4	-2	-2.4	-3	-3.3	2
O=C(Oc1ccc(Cl)cc1)N1CCOCC1	-1.2	0.3	3	-0.7	13	4.5	15	-2.4	-3
CCCS(=O)(=O)NC(=O)C1(C)CCN(C(=O)c2cccc(OC(F)(F)F)c2)C1 (configuration not stated)	x	-0.1	3	0.5	2	x	-5	-0.6	0
Cc1cccc(N2C(=O)CC(Sc3nccc(C)n3)C2=O)c1 (configuration not stated)	-1.2	0.4	-8	-1.4	-15	-0.8	-16	-4.8	-3
COCCN1C(=O)N(c2cccc(C)c2)C(=O)C1CC(=O)Nc1cc(OC)cc(OC)c1 (configuration not stated)	0.6	-2.1	1	-0.3	u	0.5	-6	-2.2	1
CCC(CC)NCCOC(=O)c1ccc([N+](=O)[O-])cc1	-1.6	-1.7	1	0.1	u	-2.8	12	1.0	3
CCC(CC)C(=O)Nc1cccc(C(=O)Nc2nnc(C)s2)c1	0.0	-0.6	9	x	-4	-1.8	8	-2.5	5
CC(C)OCC1CC(CC(=O)Nc2ccc([N+](=O)[O-])cc2)C(=O)O1 (configuration not stated)	-0.2	-0.1	22	x	1	-0.3	-6	-0.9	-2
O=C1CN(C(=O)/C=C/c2ccccc2)CCN1	-0.7	1.6	3	-0.6	2	0.7	-4	0.3	0
COc1ccc(OC)c(/C=C/C(=O)Nc2ccc(OC)nc2)c1	0.3	0.6	7	x	-3	-1.6	-6	-4.7	5
COc1ccc(C(=O)Nc2cccc(-c3nc4ncccc4o3)c2C)cc1	2.5	0.7	4	5.4	-2	0.2	5	2.0	-3
CN1/C(=C\C(=O)C[n+]2cccc(Br)c2)C(C)(C)c2ccccc21	0.6	7.3	21	x	-10	0.4	-5	0.9	0
CC(C)[C@H]1COCCS(=O)(=O)N1Cc1ccccc1-c1ccc(C(C)(C)C)cc1	6.6	-0.1	0	0.0	-2	x	-7	-0.4	1
CCN1CCN(S(=O)(=O)c2ccc(Cl)c(C(=O)NC3CCC(C)CC3)c2)CC1 (configuration not stated)	1.9	-0.3	5	-2.1	-10	-1.2	3	-0.9	4
Cc1ccccc1C(=O)Nc1ccccc1C(=O)N/N=C\c1ccco1	-0.1	2.3	24	-3.6	8	2.5	4	-2.9	-1
CC(C)(C)c1nc(SCC(=O)NCc2ccco2)c2ccccc2n1	0.2	1.0	7	0.0	6	1.5	12	-1.7	1
C/C(=N/OCc1ccc(Br)cc1)c1ccccn1	-0.9	0.3	7	x	-2	2.4	0	-2.3	2
COc1cc(-c2cc(C(=O)OCC(=O)NC3CC3)c3ccccc3n2)cc(OC)c1OC	-0.9	0.3	8	-0.2	-4	-1.4	-4	-2.6	-1
COc1ccc(OC)c2c1cc(C(=O)N[C@@H](Cc1ccccc1)C(=O)O)n2C	1.0	-1.1	8	-1.0	-13	1.1	-15	1.7	23
CC(C)Cc1nc(C#N)c(N2CCC(C(N)=O)CC2)o1	0.4	0.0	-2	2.0	0	0.0	2	-5.5	-3
O=C(NC(=S)Nc1ccccc1Br)c1cccnc1	-0.9	-1.9	-15	-0.1	u	2.2	-14	-3.2	0
COc1cccc(NC(=O)Nc2nnc(-c3ccccc3SCc3ccccc3)s2)c1	-2.6	0.0	7	-0.4	7	-3.1	0	-0.8	15
Cc1ccc(Nc2ncnc3c2cnn3C)c(C)c1	-1.4	-1.9	-6	-1.1	u	0.7	-1	-4.1	-7
Cc1ccccc1-c1nc2ccccc2c(=O)o1	x	0.3	6	0.0	-11	x	-6	-1.3	3
COc1cc(NC(=O)COc2cc(C)cc3oc(=O)c(C)c(C)c23)cc(OC)c1OC	-1.3	0.0	5	-0.7	5	1.4	-2	-1.0	1

The final six records of the part before open the next one.
SMILES	PfHsp40 yeast	BoNT-A LC inh2	GDH-TPI inh	Mtb BioA inh	BoNT F protease	UGM FP inh	Anthrax LF inh2	FadD28 binding	FBA Mtb inh
CC(C)Cc1nc(C#N)c(N2CCC(C(N)=O)CC2)o1	0.4	0.0	-2	2.0	0	0.0	2	-5.5	-3
O=C(NC(=S)Nc1ccccc1Br)c1cccnc1	-0.9	-1.9	-15	-0.1	u	2.2	-14	-3.2	0
COc1cccc(NC(=O)Nc2nnc(-c3ccccc3SCc3ccccc3)s2)c1	-2.6	0.0	7	-0.4	7	-3.1	0	-0.8	15
Cc1ccc(Nc2ncnc3c2cnn3C)c(C)c1	-1.4	-1.9	-6	-1.1	u	0.7	-1	-4.1	-7
Cc1ccccc1-c1nc2ccccc2c(=O)o1	x	0.3	6	0.0	-11	x	-6	-1.3	3
COc1cc(NC(=O)COc2cc(C)cc3oc(=O)c(C)c(C)c23)cc(OC)c1OC	-1.3	0.0	5	-0.7	5	1.4	-2	-1.0	1
COC(=O)C1CCN(C(=O)Cn2nnc(-c3cccc(F)c3)n2)CC1	-0.7	-3.0	16	x	-4	-0.1	-4	-1.5	2
O=C(Nc1nccs1)c1cccc2ccccc12	-1.4	x	2	-1.2	x	1.8	x	-0.5	1
Cc1ccn2c(CNCC3OCCc4ccccc43)c(C(=O)N3CCCCCC3)nc2c1 (configuration not stated)	-1.1	-0.2	-5	-2.0	-10	-1.2	-4	-3.0	0
CN(C(=O)COC(=O)COc1ccc2c(c1)CCC2)c1c(N)n(Cc2ccccc2)c(=O)[nH]c1=O	0.2	2.9	-4	0.6	11	x	-4	-3.8	3
N#Cc1ccccc1NC(=S)NC(=O)c1cccs1	-0.9	-2.4	4	-0.4	-8	-0.6	0	-3.3	2
Cc1ccc(C)c(NC(=O)c2cc(-c3ccccc3O)n[nH]2)c1	0.2	-3.1	-7	-1.9	-12	0.4	14	0.7	1
O=C1CC(NS(=O)(=O)c2cc(F)ccc2F)CN1c1ccc2c(c1)OCCO2 (configuration not stated)	-0.7	7.2	0	x	9	0.5	-2	-3.6	5
COCCCNC(=S)NNC(=O)c1cccnc1	-1.2	0.1	18	0.9	-2	0.4	-2	-4.2	-2
O=C(CC(c1ccccc1)c1ccccc1)NCC(O)c1ccc([N+](=O)[O-])cc1 (configuration not stated)	-0.3	-2.1	4	-1.0	7	-0.6	-5	-2.5	4
CNc1nc(C)c(C(=O)OCC(=O)OC)s1	4.0	-0.6	4	0.6	-24	-0.5	-1	-3.6	-4
Clc1ccccc1/C=N/NC1=Nc2cccc3cccc1c23	0.5	5.8	14	x	6	-1.0	5	-2.8	-11
COC(=O)c1[nH]c2cccc(OC)c2c1NC(=O)CCN1CC(C)CC(C)C1 (configuration not stated)	-0.7	0.5	2	-0.9	16	-2.8	-6	0.7	10
O=C(OCC(=O)N1CCc2ccccc21)[C@@H]1CC(O)CN1S(=O)(=O)c1ccc(Cl)cc1 (some centres not stated)	0.7	-4.0	-1	-0.4	-6	-0.8	-5	-1.1	1
COc1ccc(-c2cc(C(F)(F)F)n3nc(C(=O)N4CCOCC4)c(Cl)c3n2)cc1	-0.9	0.1	14	3.6	-6	0.5	-1	-1.1	8
CC[C@@H](C)C(C(=O)N1CCN(C(=O)OC(C)(C)C)CC1)n1cc(-c2cn([C@@H](C)C(=O)N3CCN(C(=O)OC(C)(C)C)CC3)nn2)nn1 (some centres not stated)	1.3	-0.9	3	0.9	-10	3.5	-5	0.0	2
O=C(Nc1ccccn1)c1ccc(Cl)c([N+](=O)[O-])c1	2.3	-1.0	3	x	-4	-0.8	-8	-2.4	-1
CC(C)Oc1cc(O)c2c(=O)c(-c3ccc(O)cc3)coc2c1	6.1	-0.7	7	0.6	-7	1.3	-7	-3.9	0
Cn1cccc1C(=O)NCC(c1ccco1)N1CCCCC1 (configuration not stated)	1.3	x	1	1.4	x	-0.6	x	-1.5	2
CC(C)(C)NC(=O)c1sccc1C(=O)O	0.5	1.1	2	-0.5	-6	3.0	-3	-1.3	0
CCOc1ccc(OCC(=O)N(CCC2=CCCCC2)c2c(N)n(Cc3ccccc3)c(=O)[nH]c2=O)cc1	-0.8	2.3	-6	-1.7	3	0.3	5	-3.4	0
Cc1cc(NC(=O)CCC(=O)N(Cc2ccco2)C(C(=O)NC2CCCC2)c2ccccc2C)no1 (configuration not stated)	0.6	-1.6	2	1.2	-4	-1.1	-1	-0.7	-4
O=C(Cc1cccc(C(F)(F)F)c1)Nc1ccccc1N1CCCC1	-4.4	3.7	9	-0.8	3	1.1	-5	-0.4	3
CC1CN(C(=O)Cn2c(=O)oc3ccccc32)CC(C)O1 (configuration not stated)	-1.8	0.4	-6	1.2	0	-1.4	0	-2.6	-1

Of the compounds above, two contain two or more sulfur atoms.
SMILES	PfHsp40 yeast	BoNT-A LC inh2	GDH-TPI inh	Mtb BioA inh	BoNT F protease	UGM FP inh	Anthrax LF inh2	FadD28 binding	FBA Mtb inh
COc1cccc(NC(=O)Nc2nnc(-c3ccccc3SCc3ccccc3)s2)c1	-2.6	0.0	7	-0.4	7	-3.1	0	-0.8	15
N#Cc1ccccc1NC(=S)NC(=O)c1cccs1	-0.9	-2.4	4	-0.4	-8	-0.6	0	-3.3	2

Screens as filed in PubChem.
